Screening results (PubChem)
Apaf-1 inh: inhibitors of human Apaf-1 apoptosome; O14727; reconstituted apoptosome caspase-3 activity, DEVD-Rh110 fluorescence; inhibition, % at 20 µM; 330,000 compounds, 0.71% hits; AID 489030; active = inhibition of at least 40% at 20 µM;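 note: plate controls were DMSO wells for no effect and DEVD-CHO caspase inhibitor wells for full effect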
Target sequence (O14727 whole entry, looked up): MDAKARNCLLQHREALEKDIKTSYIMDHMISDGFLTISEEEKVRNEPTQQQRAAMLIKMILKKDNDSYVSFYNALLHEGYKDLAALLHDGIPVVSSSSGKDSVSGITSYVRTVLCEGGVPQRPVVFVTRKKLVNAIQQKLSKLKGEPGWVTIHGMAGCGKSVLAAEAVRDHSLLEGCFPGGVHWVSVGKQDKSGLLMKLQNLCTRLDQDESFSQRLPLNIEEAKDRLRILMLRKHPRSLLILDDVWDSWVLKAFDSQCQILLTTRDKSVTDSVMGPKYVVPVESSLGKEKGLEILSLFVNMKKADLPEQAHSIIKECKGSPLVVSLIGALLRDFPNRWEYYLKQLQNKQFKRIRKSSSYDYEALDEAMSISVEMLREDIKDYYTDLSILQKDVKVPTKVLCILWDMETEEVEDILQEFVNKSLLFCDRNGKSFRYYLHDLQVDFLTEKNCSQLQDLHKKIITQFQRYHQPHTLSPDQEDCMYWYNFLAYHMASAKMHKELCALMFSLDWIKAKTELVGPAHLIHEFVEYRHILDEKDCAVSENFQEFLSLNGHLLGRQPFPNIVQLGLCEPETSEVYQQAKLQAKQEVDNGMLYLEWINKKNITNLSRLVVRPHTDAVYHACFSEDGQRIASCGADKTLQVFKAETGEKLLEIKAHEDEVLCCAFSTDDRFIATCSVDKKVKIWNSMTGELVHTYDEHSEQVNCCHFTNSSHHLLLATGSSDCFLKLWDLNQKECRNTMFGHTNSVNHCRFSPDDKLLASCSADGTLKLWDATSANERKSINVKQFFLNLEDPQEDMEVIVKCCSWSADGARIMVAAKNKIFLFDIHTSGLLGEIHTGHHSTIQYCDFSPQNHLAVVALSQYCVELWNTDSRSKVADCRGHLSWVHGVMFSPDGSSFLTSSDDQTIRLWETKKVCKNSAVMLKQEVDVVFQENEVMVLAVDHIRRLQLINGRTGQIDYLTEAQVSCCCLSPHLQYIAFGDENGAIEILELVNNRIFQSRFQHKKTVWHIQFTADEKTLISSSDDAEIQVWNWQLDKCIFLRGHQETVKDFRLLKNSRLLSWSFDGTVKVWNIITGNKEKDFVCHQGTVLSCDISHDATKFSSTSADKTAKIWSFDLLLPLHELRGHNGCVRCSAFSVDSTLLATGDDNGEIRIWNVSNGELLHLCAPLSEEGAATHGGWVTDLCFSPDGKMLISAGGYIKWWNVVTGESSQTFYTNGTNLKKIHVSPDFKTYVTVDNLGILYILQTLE
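Material: reconstituted apoptosome with Apaf-1, cytochrome c, caspase-9, procaspase-3, dATP. Technique: Rh110 fluorescence intensity. Buffer or medium: pH 7.5 Hepes buffer with CHAPS, BSA, DTT. Times: 30 min plus 50 min, RT.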
mIAP activ: increases mouse intestinal alkaline phosphatase activity. muIAP, CDP-Star luminescence, 30 min; active compounds read high; 1 = vehicle-only enzyme signal, 0 = enzyme-free wells. activation factor at 10 µM. 330,000 compounds, 0.24% hits. AID 2805;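 active = activation factor of at least 2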; note: the source names both 10 and 20 µM as test concentration; values of inactives mirror those of a sister screen read the other way
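System: mouse IAP enzyme. Reagent: CDP-Star chemiluminescent phosphatase substrate. Benchmarks: DMSO wells, no-enzyme wells. Times: 30 min enzyme-substrate-compound incubation at room temperature. Detection: luminescence from enzymatic CDP-Star hydrolysis. Doses: test compounds delivered from DMSO solution.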
ATG4B inhibitor: ATG4B (human) cysteine protease inhibition; Q9Y4P1; ATG4B cleavage of LC3-PLA2, NBD-HPC fluorescence, 1 h; inhibition, % at 8.33 µM; 340,000 compounds, 0.51% hits; in the data active = inhibition above about 40%
hIAP act: increases human intestinal alkaline phosphatase activity; purified human IAP, CDP-Star luminescence, 30 min; active compounds read high; 1 = vehicle-only enzyme, 0 = enzyme-free background; activation factor at 10 µM; 330,000 compounds, 0.16% hits; AID 2524;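 active = activation factor of the enzyme at least 2-fold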; note: the source names both 10 and 20 µM as test concentration; values of inactives mirror those of a sister screen read the other way
TIM10 inh: TIM10 yeast growth inhibition | S. cerevisiae TIM10 strain growth, BacTiter-Glo luminescence, 24 h | inhibition, % at 10 µM | 330,000 compounds, 1.4% hits;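 active = inhibition of 40% or more at the single tested concentration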;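 note: wild-type TIM10 isogenic control strain grown at permissive 25 °C; 0% = DMSO yeast wells and 100% = minimal medium wells without yeast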
mIAP inh: mouse IAP inhibition. 330,000 compounds, 0.2% hits. inhibition, % at 10 µM. purified mouse IAP, CDP-Star luminescence, 30 min;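 active = inhibition of at least 40% at 10 µM in the primary screen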;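 note: plate controls were DMSO with enzyme for no effect and no enzyme wells for full effect; values of inactives mirror those of a sister screen read the other way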
hIAP block: human IAP inhibition; inhibition, % at 10 µM; P09923; purified IAP, CDP-Star luminescence, 30 min; AID 2544; 330,000 compounds, 0.12% hits;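 active = inhibition reaching a set limit with compound at 10 µM in the primary screen, cut at about 35% in these data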;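 note: plate controls were DMSO wells with enzyme for no effect and no-enzyme buffer wells for full effect; values of inactives mirror those of a sister screen read the other way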
NLRP3 yeast inh: blocks the NALP3 inflammasome reconstituted in yeast | inhibition, % at 10 µM | Yeast reconstituted NLRP3/ASC/caspase-1, beta-gal luminescence, 24 h | 330,000 compounds, 0.39% hits;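 active = inhibition of 50% or more; inactive = inhibition below 50%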;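 note: plate controls were induced DMSO wells for no effect and uninduced yeast grown without galactose for full effect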
tim10-1 inh: inhibits growth of tim10-1 mutant yeast | S. cerevisiae tim10-1 ts strain growth, BacTiter-Glo, 24 h | inhibition, % at 20 µM | 330,000 compounds, 2.2% hits | AID 463190;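 active = inhibition of at least 40%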;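 note: mutant grown at 25 °C; 0% = DMSO wells with yeast and 100% = wells holding no yeast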
An asterisk follows results filed as active.

Start of the listing, in advance:
[1] C/C(=N\NC(=O)c1nnn(-c2nonc2N)c1CSc1ccccc1)c1ccco1
[2] COC(=O)c1ccc(C(=O)OC)c(NC(=O)CSc2nnc(-c3ccccc3Cl)o2)c1
[3] NC(=O)c1nsc(C(=O)N(CC(=O)NCc2ccc(F)cc2)Cc2ccco2)c1N
[4] CC1=NN(c2cccc([N+](=O)[O-])c2)C(=O)C1
assay / entry,1,2,3,4
Apaf-1 inh,-14,14,-2,37
mIAP activ,0.89,0.89,1.1,0.89
ATG4B inhibitor,-4,-7,7,5
hIAP act,0.89,1,1.1,0.77
TIM10 inh,11,15,-9,24
mIAP inh,11,11,-6,11
hIAP block,11,-1,-11,23
NLRP3 yeast inh,5,1,9,29
tim10-1 inh,17,2,-8,33

The list itself, from the first entry:
[1] C/C(=N\NC(=O)c1nnn(-c2nonc2N)c1CSc1ccccc1)c1ccco1
[2] COC(=O)c1ccc(C(=O)OC)c(NC(=O)CSc2nnc(-c3ccccc3Cl)o2)c1
[3] NC(=O)c1nsc(C(=O)N(CC(=O)NCc2ccc(F)cc2)Cc2ccco2)c1N
[4] CC1=NN(c2cccc([N+](=O)[O-])c2)C(=O)C1
[5] COc1ccc(-c2nc(N)ncc2-c2csc(C)n2)c(O)c1
assay / entry,1,2,3,4,5
Apaf-1 inh,-14,14,-2,37,6
mIAP activ,0.89,0.89,1.1,0.89,1
ATG4B inhibitor,-4,-7,7,5,-12
hIAP act,0.89,1,1.1,0.77,1.1
TIM10 inh,11,15,-9,24,10
mIAP inh,11,11,-6,11,-4
hIAP block,11,-1,-11,23,-11
NLRP3 yeast inh,5,1,9,29,1
tim10-1 inh,17,2,-8,33,18

[6] CCOC(=O)c1c(-n2cccc2)sc2c1CCCC2=O
[7] Cc1nc(SCC(=O)Nc2ccc(CN3CCCC3)cc2)c2c(C)c(C)sc2n1
[8] CS(=O)(=O)N1CCN(c2nc3ccc(Cl)cc3s2)CC1
[9] CCOc1cc(CNC(CC)CO)ccc1OCC(=O)Nc1cccc(C(F)(F)F)c1 (centres undefined)
[10] N#C/C(=C/c1ccc2c(c1)OCO2)C(=O)Nc1ccc(O)cc1
assay / entry,6,7,8,9,10
Apaf-1 inh,14,40,-26,4,4
mIAP activ,0.95,0.99,1,1.1,1.1
ATG4B inhibitor,11,-3,1,4,-7
hIAP act,1,0.92,0.73,1,0.97
TIM10 inh,-18,51*,4,14,39
mIAP inh,5,1,0,-13,-5
hIAP block,-5,8,27,-3,3
NLRP3 yeast inh,10,25,12,2,2
tim10-1 inh,3,51*,-12,0,31

[11] COC(=O)c1ccc(CSc2nnc(-c3ccccc3)n2C)o1
[12] COc1cccc(NC(=S)N2CCn3c(nc4ccccc43)C2)c1
[13] C=CCC(NCc1ccccc1)c1ccc(Cl)cc1 (centres undefined)
[14] COc1ccc(NS(=O)(=O)c2cc3c(cc2C)N(C(C)=O)CCO3)cc1
[15] Cc1c(S(=O)(=O)N2CCN(c3cccc(Cl)c3)CC2)c(=O)n(C)c(=O)n1C
assay / entry,11,12,13,14,15
Apaf-1 inh,8,-14,6,10,-14
mIAP activ,1,0.94,1,1,0.93
ATG4B inhibitor,3,4,0,3,1
hIAP act,1.1,0.96,0.96,0.97,1
TIM10 inh,19,9,10,-7,10
mIAP inh,-5,6,-1,-5,7
hIAP block,-12,4,4,3,-4
NLRP3 yeast inh,15,12,-28,26,-7
tim10-1 inh,11,7,27,9,8

3 compounds already listed, arranged by the number in ATG4B inhibitor, high to low.
| entry | compound | ATG4B inhibitor |
| --- | --- | --- |
| 11 | COC(=O)c1ccc(CSc2nnc(-c3ccccc3)n2C)o1 | 3 |
| 15 | Cc1c(S(=O)(=O)N2CCN(c3cccc(Cl)c3)CC2)c(=O)n(C)c(=O)n1C | 1 |
| 13 | C=CCC(NCc1ccccc1)c1ccc(Cl)cc1 (centres undefined) | 0 |

Carrying on:
[16] Cc1ccc(S(=O)(=O)NNC(=O)Cc2cccn2C)cc1
[17] COC(=O)c1c(O)cc(C(C)(C)C)n(-c2ccc(F)cc2)c1=O
[18] Cc1cc(C(=O)N2CCN(c3ccc(F)cc3)CC2)on1
[19] CC(=O)C[C@@H](O)CC(=O)[C@@H]1OC(=O)[C@@H](C)CCCCc2ccccc21
[20] COc1ccc(C(=O)N2CCCC(CNC(=O)c3ccc(F)cc3)C2)cc1OC (centres undefined)
assay / entry,16,17,18,19,20
Apaf-1 inh,-10,11,-4,-3,-12
mIAP activ,0.92,1.1,1,0.87,1.1
ATG4B inhibitor,3,-8,-8,7,-19
hIAP act,1.1,1.1,0.79,1.2,0.97
TIM10 inh,0,8,3,4,-11
mIAP inh,8,-5,0,13,-5
hIAP block,-10,-14,22,-15,3
NLRP3 yeast inh,13,2,-3,8,14
tim10-1 inh,1,15,7,11,10

(more compounds)
The line under a structure holds: Apaf-1 inh	mIAP activ	ATG4B inhibitor	hIAP act	TIM10 inh	mIAP inh	hIAP block	NLRP3 yeast inh	tim10-1 inh
[21] CC1Cc2c([nH]c3ccccc23)C2c3ccccc3CN12 (centres undefined)
  12	1	3	1.1	0	-3	-6	-3	31
[22] C/C(=C(\C#N)C(=O)NCCN1CCOCC1)N(C)C
  -7	1.1	6	0.88	13	-7	12	10	7
[23] CCCn1nc(C(=O)NNC(=O)c2cc(S(=O)(=O)NC)ccc2Br)c2ccccc2c1=O
  10	0.93	-8	1.1	4	7	-7	16	21
[24] Cc1nn(CC(=O)Nc2ccc(C(C)C)cc2)c(C)c1[N+](=O)[O-]
  11	1.1	0	0.91	1	-9	9	4	1
[25] CCCCC(=O)Nc1cc(-c2nc3ncccc3o2)ccc1C
  -17	0.93	-15	0.92	-12	7	8	2	11
[26] CCOC(=O)C1CCCN(C(=O)c2sc3nc(C)nc(N4CCOCC4)c3c2C)C1 (centres undefined)
  -18	1	-10	0.96	4	-3	4	-6	20
[27] O=C(Cn1c(=O)oc2ccccc21)NCCc1ccccc1
  -4	1	4	0.94	-3	-3	6	-2	-20
[28] COc1ccc(CCN2CC(C(=O)NCc3cnn(C(C)C)c3)CCC2=O)cc1 (centres undefined)
  -4	1	28	0.87	7	-3	13	0	1
[29] Cc1ccc(NC(=O)COc2ccccc2CNC(C)(C)CC(C)(C)C)cc1
  -20	1.6	-3	0.89	12	-58	11	17	16
[30] NCCCC[C@H]1CNC(=S)N1CCCCC1CCCCC1
  21	0.95	7	0.87	16	5	13	17	10
[31] Cc1cc(Oc2ccccc2)nc(SCC(=O)Nc2ccc(Cl)cc2Cl)n1
  7	0.94	-1	1.2	36	6	-16	22	27
[32] Cc1cc(NC(=O)CCC(=O)N(C2CC2)C(C(=O)NC(C)(C)C)c2ccccc2Cl)no1 (centres undefined)
  1	0.98	2	1.1	2	2	-14	14	9
[33] O=C(/C=C\c1ccccc1)NCC(=O)N/N=C/c1ccc(O)cc1O
  -3	0.78	-8	1.7	6	22	-74	14	3
[34] CN(CCc1ccccc1)C1CCCN(S(=O)(=O)c2cccc(F)c2)C1 (centres undefined)
  7	0.97	6	1	5	3	0	11	20
[35] CCOCCCNc1c2c(nc3cc(-c4ccc(F)cc4)nn13)CCC2
  -7	0.93	-1	1.1	1	7	-15	18	6
[36] O=C(CCCOc1ccc(Cl)cc1Cl)N1CCCc2ccccc21
  30	0.94	16	0.96	15	6	4	13	14
[37] CCOC(=O)Cc1c[nH]c2ccccc12
  5	1	8	0.77	12	0	23	20	-8
[38] Cc1ccccc1CS(=O)(=O)CCC(=O)O
  -5	0.99	-8	0.83	-3	1	16	19	4
[39] c1ccc(C2=Nn3c(nnc3-c3cccs3)SC2)cc1
  -1	0.83	-12	0.9	18	16	10	17	16
[40] CCC(C(=O)NCc1ccc(F)cc1)n1nc(C)n2c(cc3occc32)c1=O (centres undefined)
  1	0.96	-2	0.95	0	4	5	11	26
[41] Cc1cccc(C(C)(C)C)c1OCCN1CCCC1
  -1	0.99	2	0.97	-9	1	3	11	9
[42] Cc1ccc(-n2nnnc2-c2cnc3ccc(Cl)cc3c2-c2ccccc2)cc1
  23	0.94	-10	0.98	32	6	2	3	23
[43] CC(C)COC(=S)Nc1ccccc1
  2	1.1	8	0.97	-16	-6	3	7	-7
[44] CC(C)NC(=O)N(C)C[C@H]1Oc2ccc(NC(=O)Nc3ccccc3)cc2C(=O)N([C@H](C)CO)C[C@@H]1C
  5	1.2	-15	0.94	-4	-21	6	18	-3
[45] Cc1cc(C(=O)CSc2nnc(-c3ccc(F)cc3)o2)c(C)n1CC1CCCO1 (centres undefined)
  20	0.89	-2	1.1	13	11	-8	26	36
[46] CC(C)NC(=O)COC(=O)CNC(=O)c1cc(Cl)cc([N+](=O)[O-])c1
  0	0.99	-12	1.1	-2	1	-14	16	17
[47] COc1ccc(CCC(=O)OCC(=O)NCc2ccccc2)cc1
  13	1.1	-9	1.1	-3	-8	-9	8	12
[48] O=C(NNS(=O)(=O)c1ccccc1)c1ccc([N+](=O)[O-])cc1
  -8	1	5	1.2	0	-1	-24	16	-13
[49] C/C=C/C=C\C(=O)Nc1cccc(C2=NOC3(C2)C[C@@H](C(N)=O)N(C(=O)/C(C)=C/C)C3)c1 (some centres undefined)
  -8	1	-13	0.95	-1	-1	5	7	-4
[50] O=C(CN1C(=O)NC2(CCCC2)C1=O)Nc1ccccc1-c1ccccc1
  -23	0.98	-2	0.88	-7	2	12	9	-2
[51] CCOC(=O)Nc1ccc(S(=O)(=O)Nc2nc(C)cc(C)n2)cc1
  -12	0.95	-5	0.87	-3	5	13	10	11
[52] O=C(NCC1CCCCC1)C1CCN(C(=O)NC2CCCCC2)CC1
  1	1.1	2	1	-13	-6	-3	9	15
[53] COc1ccc(C2CC(C)=NN2C=O)cc1OC (centres undefined)
  2	1	1	0.97	-2	-4	3	-18	9
[54] O=C(COC(=O)c1ccco1)NCCc1ccc(Cl)cc1
  -5	0.96	-3	0.96	7	4	4	6	3
[55] O=C(NNC(=O)c1cc2c(s1)CCCC2)c1ccccc1
  -1	0.99	-9	1	15	1	-2	8	12
[56] COc1ccc(C(CNC(=O)c2ccc(OC)c(S(=O)(=O)N3CCCC3)c2)N2CCCC2)cc1 (centres undefined)
  17	1.1	-3	0.97	-1	-7	3	20	-17
[57] CC1(C)OC(C)(C)/C(=C/Nc2ccc(O)cc2)C1=O
  48*	0.75	-1	1	11	25	-5	-4	9
[58] Cc1cc(OCC(=O)Nc2cccc(S(=O)(=O)N3CCCCC3)c2)ccc1Cl
  8	3.1*	-1	1	19	-207	0	13	11
[59] COc1cccc(NC(=O)[C@@H]2CCCN2C(=O)[C@@H]2Cc3ccccc3CN2C(=O)OC(C)(C)C)c1
  8	1.1	0	1.1	17	-10	-10	-2	23
[60] Cc1ccccc1NC(=O)CN1C(=O)NC2(CCc3ccccc32)C1=O (centres undefined)
  3	1.1	-2	1.1	-3	-15	-6	7	-9
[61] CC(C)c1ncc(C(O)c2ccccc2)n1C (centres undefined)
  11	1.1	-4	0.83	-9	-14	17	-14	-23
[62] CCN1C(=O)c2ccc(C(=O)NCc3ccccc3)cc2C1=O
  11	0.97	2	0.96	6	3	4	18	-10
